Assay outcomes: PubChem, National Center for Advancing Translational Sciences (NCATS)
NTMT1 inhibitor – inhibitors of human N-terminal methyltransferase NTMT1 | Q9BV86 | NTMT1 MTase-Glo SAH luminescence, purified enzyme | Potency, µM (highest dose often 114 µM), for inactives: top-dose activity change, negative = inhibition, actives largely listed as inhibitors | AID 1645870 | 2.5% of 59,000 active;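 also: potency is read from the fitted curve at half-maximal effect; plate controls were DMSO vehicle for no effect and no enzyme for full effect; nearly all actives have a fitted effect of over 65% in size; many of its hits are not listed in these tables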
Target sequence (Q9BV86 whole entry, looked up): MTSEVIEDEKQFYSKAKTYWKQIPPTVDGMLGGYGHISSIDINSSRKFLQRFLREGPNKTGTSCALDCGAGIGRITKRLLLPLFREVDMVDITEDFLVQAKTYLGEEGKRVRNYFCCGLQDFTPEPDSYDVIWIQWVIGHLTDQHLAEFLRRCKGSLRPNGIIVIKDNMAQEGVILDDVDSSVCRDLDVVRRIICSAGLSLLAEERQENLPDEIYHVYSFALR
FH mod – Identification of activators of human fumarate hydratase by quantitative high-throughput screening; 0.22% of 54,000 active; AID 1347055, 2019; Fumarate hydratase, mitochondrial (Homo sapiens), P07954; Potency, µM (top dose mostly 79.9 µM), inactives show at the top dose activity change, negative = inhibition, usual class: inhibitors; FH coupled MDH/diaphorase resazurin fluorescence, 15 min; also: potency is read from the fitted curve at half-maximal effect; % is scaled to controls: 0 for no effect and ±100 for the full control effect; the screen sought activators but most active calls are inhibition curves; nearly all actives have a fitted effect of over 45% in size
Target sequence (P07954 whole entry, looked up): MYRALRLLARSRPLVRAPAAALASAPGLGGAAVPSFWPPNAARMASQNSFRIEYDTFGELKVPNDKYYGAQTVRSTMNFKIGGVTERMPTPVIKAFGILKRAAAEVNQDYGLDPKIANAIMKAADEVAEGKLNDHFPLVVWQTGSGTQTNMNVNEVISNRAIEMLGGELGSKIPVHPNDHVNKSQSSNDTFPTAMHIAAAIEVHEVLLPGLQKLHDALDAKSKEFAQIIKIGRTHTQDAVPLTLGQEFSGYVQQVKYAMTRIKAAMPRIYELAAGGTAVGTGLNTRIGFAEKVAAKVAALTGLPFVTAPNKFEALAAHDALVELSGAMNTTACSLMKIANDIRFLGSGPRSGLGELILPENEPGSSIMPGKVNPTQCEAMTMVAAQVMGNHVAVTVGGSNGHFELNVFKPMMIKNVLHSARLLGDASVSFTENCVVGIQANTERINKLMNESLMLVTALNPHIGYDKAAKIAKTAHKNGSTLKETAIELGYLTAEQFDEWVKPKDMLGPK
B2AR arrestin ag – beta-arrestin recruitment by human beta2-adrenergic receptor ligands. HTLA Tango cells, beta-arrestin recruitment, luciferase luminescence, 18 h. Potency, µM (titrated, usually from 46.1 µM), for inactives: top-dose activation, hits mostly activators. AID 1347077. P07550. 44,000 tested, under 10 active;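 also: potency is read from the fitted curve at half-maximal effect; 0% = DMSO and full agonism = EC100 isoproterenol or metaproterenol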
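Tango cell line, 1% FBS DMEM; cpd titration up to 46 microM; 18 hr, 37 degrees C, 5% CO2. Luciferin/ATP substrate mix added, 15 min RT, luminescence. %Activity, CRC fitting, curve-class categorization.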
p53null 32C tox – p53 null cell cytotoxicity, permissive temperature; H1299-neo p53 null cells, ATP luminescence, 24 h, 32C; Potency, µM (top dose mostly 46.1 µM), for inactives: at the top dose activity change, negative = cytotoxicity, actives largely listed as cytotoxic; 0.62% of 55,000 active; AID 903;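 also: potency is read from the fitted curve at half-maximal effect; 0% = DMSO only and -100% = full killing by 100 µM tamoxifen; nearly all actives have a fitted effect of over 55% in size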
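H1299-neo (p53 null) cells, 600/well, treated 24 h at 32C with compound up to 46 uM; ATPlite luminescence viability, normalized to DMSO and 100 uM tamoxifen; AC50 by Hill fit.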
p53null 39C tox – kills p53 null cells at the nonpermissive temperature; H1299 p53-null (neo) cells, 39C, ATPlite viability, 24 h; Potency, µM (top dose mostly 46.1 µM), inactives show top-dose activity, negative = cell killing, usual class: cytotoxic; 0.97% of 55,000 active; AID 904;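 also: potency is read from the fitted curve at half-maximal effect; 0% = DMSO only and -100% = full killing by 100 µM tamoxifen; nearly all actives have a fitted effect of over 50% in size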
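Luminescent ATP signal reported cell survival after H1299 lines (neo, p53 null; or p53 A138V) received up to 46 uM compound and 24 hr incubation at 39C.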
GALK inhibitor – GALK (human) enzyme inhibition; P51570; recombinant GALK, Kinase-Glo ATP luminescence, 1 h; Potency, µM (series often up to 57.5 µM), inactives show at the highest dose activity, negative = inhibition, usual class: inhibitors; 44,000 tested, under 10 active; AID 1347072;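 also: plate controls were full GALK reaction for no effect and reaction lacking GALK for full effect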
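5 nM GALK; 35 uM ATP; 100 uM D-galactose; 20 mM HEPES pH 8.0, 5 mM MgCl2, 60 mM NaCl, 1 mM DTT, 0.01% BSA; 1 h RT; Kinase-Glo Plus luminescence.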
PTAP-TSG101 blk – blocks PTAP binding to human TSG101, validation | Q99816 | Fluorescence polarization, FITC-PTAP peptide/Tsg101, 20 min | Potency, µM (highest dose often 115 µM), without a hit: at the highest dose activity change, negative = inhibition, hits mostly inhibitors | 44,000 tested, under 10 active | AID 1347069; also: potency is read from the fitted curve at half-maximal effect; 0% is about no effect
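The Tsg101 binding domain, at 10 uM final, is mixed with compound and a FITC peptide bearing the PTAP motif (50 nM final). After 20 min at r.t., polarization is measured; actives defined by CRC class, efficacy cut-off 60% inhibition.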
Numbers without * were called inactive; ? = inconclusive; . = no result given; [ ] = remark or other dose. Calls follow the shape of the dose curve; as a rule, active = well fitted curve in the direction sought with a large enough effect; inconclusive = small, poorly fitted or top-dose-only effect, or another doubt; inactive = no such curve, though single readings can be large; an effect the other way counts as inactive or inconclusive. This is a subset, so the mix of outcomes need not match the whole.

SMILES	NTMT1 inhibitor	FH mod	B2AR arrestin ag	p53null 32C tox	p53null 39C tox	GALK inhibitor	PTAP-TSG101 blk
Cc1[nH]c2ccccc2c1C(c1ccccc1)c1ccc(Cl)s1 (stereo not drawn)	13%	?	0%	?	?	6%	-6%
COc1cccc(Cc2nc3ccccc3nc2SCC(=O)N2CCN(c3ccccc3)CC2)c1	1%	-19%	0%	-8%	-3%	0%	-3%
CCN(C(=O)CSc1nnc(-c2cc3occc3n2C)n1-c1ccccc1C)c1ccccc1	5%	7%	0%	8%	-5%	2%	-3%
C=Cc1ccc(Cn2c(=O)n(-c3cccc(C)c3)c(=O)c3c2c2cc(C)ccc2n3C)cc1	-19%	1%	0%	2%	4%	-1%	8%
O=C(Nc1ccc(Cl)cc1)N1CCC(CN2CCCCCC2)CC1	?	24%	5%	5%	26%	-1%	3%
O=C(c1ccc2c(c1)N(Cc1ccc(Cl)cc1)C(=O)c1ccccc1S2=O)N1CCC(Cc2ccccc2)CC1 (stereo not drawn)	11%	-14%	0%	4%	-5%	-1%	-1%
Cn1c2c(c(=O)n(C)c1=O)C(c1cccc(O)c1)CC(=O)N2 (stereo not drawn)	8%	-1%	1%	0%	-2%	-9%	-2%
COc1ccc(Cn2c(SCC(=O)Nc3ccc(OC)cc3)nc3ccccc32)cc1	-14%	-11%	0%	7%	-12%	-2%	-4%
CCc1cccc(C)c1Nc1c(-c2cccs2)nc2ncccn12	?	-14%	-1%	-1%	?	-3%	0%
CCC(Sc1nc(-c2ccccc2)[nH]c1S(=O)(=O)c1ccc(C)cc1)C(=O)O (stereo not drawn)	-7%	-6%	-4%	-7%	-9%	2%	-6%
Cc1ccc2c(=O)cc(C(=O)Nc3ccc(S(=O)(=O)N4CCCCCC4)cc3)oc2c1C	-1%	-21%	-1%	7%	5%	6%	-6%
COc1cccc(NC(=O)Cn2nc(-c3ccncc3)ccc2=O)c1	-8%	-13%	-1%	1%	18%	0%	-12%
CCCCN1CCCc2cc(CN(CCCN3CCOCC3)C(=O)Nc3ccc(CC)cc3)ccc21	-23%	-15%	2%	8%	26%	-4%	-2%
COc1ccccc1Cc1nc2ccccc2nc1SCC(=O)NCc1ccc(F)cc1	-10%	0%	0%	-7%	-4%	0%	0%
CCOc1ccc(NC(=O)CCCOc2cc(=O)n(C)c3ccccc23)cc1	-5%	4%	1%	-4%	-17%	-1%	-5%
COc1ccc(C(=O)c2sc3nc4c(c(C(F)(F)F)c3c2N)CN(C(C)=O)CC4)cc1OC	-15%	-9%	1%	6%	-14%	3%	32%[activator]
COc1ccc(-c2nc3ccccc3o2)cc1NC(=O)c1cccc2c(Cl)cccc12	10%	0%	0%	2%	-4%	7%	-2%
COc1ccc(NC(=O)N2CCN(Cc3nc4ccc(C)cc4o3)CC2)cc1OC	-1%	-16%	0%	1%	-8%	4%	1%
CCCOc1ccc(C2C(=O)N(C3CCCCCC3)CC(=O)N2C(C)C)cc1OC (stereo not drawn)	.	.	-1%	-2%	24%	2%	-1%
Cc1ccccc1N1CCN(S(=O)(=O)c2nnc(NC(=O)c3ccc(C(C)C)cc3)s2)CC1	14%	6%	0%	4%	-1%	0%	-2%
COc1cccc(C(=O)NCCc2sc(-c3cccc(C)c3)nc2C)c1	10%	-20%	0%	-16%	-10%	1%	-9%
CCOC(=O)/C(C#N)=C/c1ccc(-c2ccc(Br)cc2)o1	.	.	1%	-10%	-11%	2%	0%
CCCCCCNC(=O)CCc1c(C)nc2nc(-c3cc(OC)cc(OC)c3)nn2c1C	89µM*	-6%	1%	-5%	-23%	9%	-8%
O=C(CCCc1nc(-c2ccccc2)no1)Nc1cc(C(F)(F)F)cc(C(F)(F)F)c1	8%	?	-4%	37%[activator]	?	1%	-5%
COc1cc(NC(=O)CC(c2ccc(C)cc2)N2Cc3ccccc3C2=O)cc(OC)c1 (stereo not drawn)	-10%	-29%	6%	-4%	4%	0%	1%
Cc1cc(C)cc(NS(=O)(=O)c2ccc3[nH]cc(C(=O)N4CCCC4)c(=O)c3c2)c1	8%	0%	0%	4%	0%	0%	1%
O=C(NCC(c1cccnc1)N1CCc2ccccc2C1)C(=O)Nc1cccc(Cl)c1 (stereo not drawn)	-2%	-7%	0%	10%	?	1%	-1%
CCS(=O)(=O)c1c(Nc2cc(C)ccc2C)sc(C(=O)c2ccccc2)c1N	11%	-16%	-4%	33%[activator]	16%	2%	2%
CCOC(=O)c1cnc2ccc(C(=O)OC)cc2c1Nc1ccccc1CC	-2%	-9%	0%	24%	-10%	0%	-5%
COc1cn(CC(=O)Nc2ccc(C)cc2C)c(CN2CCCCC2)cc1=O	-1%	4%	-3%	-2%	-21%	-1%	-2%

Reprinted from the part before: 2 compounds, followed by the next part.
SMILES	NTMT1 inhibitor	FH mod	B2AR arrestin ag	p53null 32C tox	p53null 39C tox	GALK inhibitor	PTAP-TSG101 blk
CCOC(=O)c1cnc2ccc(C(=O)OC)cc2c1Nc1ccccc1CC	-2%	-9%	0%	24%	-10%	0%	-5%
COc1cn(CC(=O)Nc2ccc(C)cc2C)c(CN2CCCCC2)cc1=O	-1%	4%	-3%	-2%	-21%	-1%	-2%
CCSc1nc(-c2ccc(OC)cc2)nc2c1Cc1c(CO)cnc(C)c1O2	16%	7%	0%	2%	-20%	2%	2%
COc1ccc(Cn2c(=O)c3oc4ccccc4c3n(Cc3cccc(C(F)(F)F)c3)c2=O)cc1	6%	-16%	2%	0%	5%	0%	0%
Cc1cccc(C(=O)Nc2ccccc2-c2nc(-c3ccccc3)no2)c1	8%	1%	-3%	1%	12%	1%	0%
Cc1nn(C(=O)COc2ccccc2)c(C)c1Sc1ccccc1	-3%	-5%	1%	10%	35%	-2%	2%
O=C(CCc1nc(-c2cccs2)no1)Nc1cccc([N+](=O)[O-])c1	7%	-4%	-4%	-4%	-11%	-1%	-1%
Cc1ccc2nc(N3CCN(C(=O)C4CC4)CC3)sc2c1	4%	1%	-1%	-15%	-4%	-1%	1%
Cc1cccc(N(CC(O)Cn2c3ccccc3c3ccccc32)S(=O)(=O)c2ccc(F)cc2)c1 (stereo not drawn)	7%	?	0%	33%[activator]	?	5%	-1%
COc1cc(CN(C(=O)c2ccccc2[N+](=O)[O-])c2ccccn2)cc(OC)c1OC	11%	-19%	-5%	-1%	-8%	-7%	0%
Cc1nc2nc(SCc3c(F)cccc3Cl)nn2c(C)c1Cc1ccccc1	6%	-15%	2%	-1%	4%	0%	-2%
CCOc1ccc(S(=O)(=O)Nc2cccc(-c3ccc(OCC)nn3)c2)cc1	1%	-23%	2%	13%	-6%	-2%	-3%
Cc1ccc(C(c2sc3nc(-c4ccco4)nn3c2O)N2CCCCC2)cc1 (stereo not drawn)	5%	4%	-3%	-1%	0%	-2%	2%
CCc1ccc(NC(=O)CSc2nc(-c3ccccc3Cl)nc3c2Cc2c(CO)cnc(C)c2O3)cc1	0%	?	-1%	6%	-19%	4%	-6%
CCOc1ccccc1NC(=O)c1ccc(F)c(S(=O)(=O)NCc2ccc3c(c2)OCO3)c1	1%	-40%	0%	1%	-5%	-1%	4%
Cc1cc(C)n(-c2nc3cc(Cl)ccc3nc2Nc2ccc(C)c(F)c2)n1	0%	-2%	-2%	4%	19%	0%	0%
Cc1nc2c(c(SCC(=O)Nc3ccccc3C(F)(F)F)n1)CCC2	3%	13%	-3%	-5%	-14%	6%	0%
CCOc1ccc(CCNC(=O)c2cccc(-n3c(C)nc4cccnc43)c2C)cc1	10%	-9%	1%	-7%	-3%	-1%	-7%
Cc1c(C(=O)Nc2cccc(-c3nc4ccccc4s3)c2)oc2ccc(F)cc12	7%	-21%	-4%	-4%	3%	2%	-1%
O=C(c1ccc2c(c1)OCCO2)N(Cc1cccnc1)c1nc2c(F)cccc2s1	-5%	?	0%	48%[activator]	104%[activator]	?	-5%
CC1=C(C(=O)OC2CCCCCC2)C(c2ccccc2Cl)CC(=O)N1 (stereo not drawn)	-9%	0%	1%	-5%	-21%	-10%	-5%
CCCn1cc(S(=O)(=O)c2cc(C)ccc2C)c(=O)c2cc(F)c(N3CCOCC3)cc21	1%	4%	1%	-5%	-6%	1%	2%
O=C(NCC(c1ccc2c(c1)OCO2)N1CCN(c2ccccc2)CC1)C(=O)Nc1ccccc1 (stereo not drawn)	-1%	-5%	-1%	-6%	14%	1%	1%
COc1cccc(C2C(C(=O)Nc3ccccc3)=C(C)Nc3nc(-c4ccccc4)nn32)c1OC (stereo not drawn)	6%	-16%	1%	2%	28%	-4%	-7%
COC(=O)c1ccc(NC(=O)CCCC(=O)OCC(=O)c2ccc(Cl)cc2)cc1	29%	-7%	1%	0%	-8%	4%	-6%
Cc1ccc(N2CCN(S(=O)(=O)c3nnc(NC(=O)c4ccc(C(C)C)cc4)s3)CC2)cc1	28%	0%	0%	-2%	-9%	-13%	0%
CCc1ccc(CNC(=O)COc2cc(=O)n(CC)c3ccccc23)cc1	-2%	-15%	1%	3%	-2%	0%	-3%
Cc1nn(C)c2c1c(C(F)(F)F)cc(=O)n2Cc1ccc(Br)cc1F	6%	-11%	-1%	-6%	14%	5%	2%
Cc1ccc(-c2ccc(=O)n(CC(=O)NCc3ccc(F)cc3)n2)cc1	?	-9%	2%	-3%	27%	-3%	-5%
COC(=O)c1ccccc1NC(=O)CSc1cc(-c2ccccc2)nc(C)n1	-1%	-24%	-3%	2%	-20%	3%	0%
Cc1ccc(NC(=O)Cn2c(SCc3ccc(F)cc3)nc3cccnc32)cc1F	4%	5%	0%	-1%	-6%	1%	1%
CC1CCN(S(=O)(=O)c2cc(C(=O)N3CCN(c4ccccc4F)CC3)n(C)c2)CC1	6%	-4%	-1%	2%	-5%	0%	-4%
O=C(CSc1nc2ccncc2[nH]1)Nc1ccccc1C(F)(F)F	0%	6%	-4%	8%	-6%	2%	4%
COc1cc2nc(NCc3ccccc3Cl)n3nc(-c4cccnc4)nc3c2cc1OC	1%	-4%	0%	-3%	-10%	-8%	-8%
CCOc1ccc(CCNC(=O)c2ccc3[nH]c(C)c(C)c3c2)cc1	-21%	?	1%	-5%	-2%	1%	-4%

A draw from above in order of SMILES length, falling:
SMILES	NTMT1 inhibitor	FH mod	B2AR arrestin ag	p53null 32C tox	p53null 39C tox	GALK inhibitor	PTAP-TSG101 blk
COc1cccc(C2C(C(=O)Nc3ccccc3)=C(C)Nc3nc(-c4ccccc4)nn32)c1OC (stereo not drawn)	6%	-16%	1%	2%	28%	-4%	-7%
COC(=O)c1ccccc1NC(=O)CSc1cc(-c2ccccc2)nc(C)n1	-1%	-24%	-3%	2%	-20%	3%	0%
CCc1ccc(CNC(=O)COc2cc(=O)n(CC)c3ccccc23)cc1	-2%	-15%	1%	3%	-2%	0%	-3%
